High-throughput results: PubChem BioAssay, National Center for Advancing Translational Sciences (NCATS)
EPAC1 agonist – qHTS for Agonist of cAMP-regulated guanine nucleotide exchange factor 3 (EPAC1): primary screen | EPAC1 agonist qHTS, biochemical assay; response scale: 100% = response to 6.5 mM cAMP | Potency, µM (series often up to 154 µM), for inactives: at the highest dose activation, actives largely listed as activators | actives 0.073% (n = 360,000) | AID 720707, 2013; further: potency means the concentration at half of the fitted maximal effect; nearly all actives have a fitted effect of over 60% in size
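Multi-concentration qHTS readout: loss of Rap1B-bound BODIPY-GDP fluorescence driven by 100 nM EPAC1 with excess GDP (50 uM), monitored kinetically at room temperature; agonist response expressed relative to 6.5 mM cAMP.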
PI5P4Ka inh – qHTS for Inhibitors of phosphatidylinositol 5-phosphate 4-kinase (PI5P4K). Phosphatidylinositol 5-phosphate 4-kinase type-2 alpha (Homo sapiens), P48426. PI5P4Kalpha enzyme, ADP-Glo luminescence, 60 min; stronger effect = lower value. actives 1.2% (n = 330,000). max response, %. AID 652105, 2013; active means max response of -50% or lower; inconclusive means between -30% and -50%; inactive means -30% or higher; further: value at the top dose of about 77 µM; on the % scale 0 is the no-effect control and ±100 the full control effect
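ADP-Glo luminescence end-point after a 60 min room-temperature kinase reaction. PI5P4Kalpha and substrate in HEPES pH 7.4 buffer with EGTA, 0.1% CHAPS and 5% DMSO; ATP at 5 microM final.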
PLK1 PBD inh – qHTS for Inhibitors of PLK1-PDB (polo-like kinase 1 - polo-box domain): Primary Screen. Serine/threonine-protein kinase PLK1 (Homo sapiens), P53350. Plk1 PBD binding of FITC phosphopeptide, fluorescence polarization. Potency, µM, for the others: max response, negative = inhibition, most hits filed as inhibitors. actives 2.8% (n = 360,000). AID 720504, 2013; further: potency means the concentration at half of the fitted maximal effect; series mostly up to about 57 µM; on the % scale 0 is the no-effect control and ±100 the full control effect; nearly all actives have a fitted effect of over 65% in size
EPAC1 antag – qHTS for Antagonist of cAMP-regulated guanine nucleotide exchange factor 3 (EPAC1): primary screen. EPAC1 GEF assay, Rap1b-BODIPY-GDP exchange fluorescence. AID 720709, 2013. Potency, µM (titrated, usually from 115 µM), for the others: at the highest dose activity change, negative = inhibition, actives largely listed as inhibitors. Rap guanine nucleotide exchange factor 3 (Homo sapiens), O95398. actives 0.14% (n = 360,000);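 further: potency means the concentration at half of the fitted maximal effect; plate controls were vehicle for no effect and positive control for full effect; nearly all actives have a fitted effect of over 50% in size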
IL2 activator – qHTS of IL-2 Activators. IL-2 activation reporter assay, cell-based qHTS; stimulated with anti-CD3/CD4/CD28 beads; in transgenic mouse T cells. activation, % (series mostly up to about 46 µM). actives 0.065% (n = 360,000); in the data active means activation above about 50%; inconclusive means mostly about 30% to 49%; further: 0% is about no effect
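Readout: EGFP and DsRed signals by fluorescent plate cytometry. Unstimulated transgenic mouse T cells received compound 60 min before antibody-bead stimulation, then incubated 18 h at 37 degrees C.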
CCT chaperon mod – High-Throughput Screening for Modulators of Cytosolic Chaperonin Activity; activity change, % (no concentration beside the values), hits read low; actives 0.3% (n = 360,000); purified chaperonin ATPase assay, HTRF ADP detection, 30 min; AID 651819, 2012; in the data active means activity change below about -30%; further: on the % scale 0 is the no-effect control and ±100 the full control effect
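Enzyme 40 or 20 nM (batch-dependent) in Tris pH 7.4/KCl/MgCl2/DTT; cpd 76 uM single point; ATP 10 uM; 30 min 37 °C; Transcreener ADP HTRF detection, 30 min RT; ratio 665/615.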
WRN helicase inh – qHTS for Inhibitors of WRN Helicase; Bifunctional 3'-5' exonuclease/ATP-dependent helicase WRN (Homo sapiens), Q14191; WRN helicase unwinding, fluorescent forked duplex, kinetic; Potency, µM (series often up to 114 µM), without a hit: at the top dose activity change, negative = inhibition, most hits filed as inhibitors; actives 0.46% (n = 360,000); AID 651768, 2012; further: potency means the concentration at half of the fitted maximal effect; on the % scale 0 is the no-effect control and ±100 the full control effect; nearly all actives have a fitted effect of over 55% in size
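WRN at 20 nM final preincubated with compound 15 min at room temperature; reaction started with 100 nM fluorophore/quencher forked duplex oligonucleotide and 2 mM ATP final. Unwinding followed kinetically by red fluorescence (ex 525, em 598 nm).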
EPAC2 agonist – qHTS for Agonist of cAMP-regulated guanine nucleotide exchange factor 4 (EPAC2): primary screen | EPAC2 activation, biochemical qHTS; response scale: 100% = 6.5 mM cAMP response | Potency, µM (highest dose often 154 µM), without a hit: at the highest dose activation, most hits filed as activators | actives 0.079% (n = 360,000); further: potency means the concentration at half of the fitted maximal effect; nearly all actives have a fitted effect of over 50% in size
Target sequence (Q8WZA2 whole entry, looked up): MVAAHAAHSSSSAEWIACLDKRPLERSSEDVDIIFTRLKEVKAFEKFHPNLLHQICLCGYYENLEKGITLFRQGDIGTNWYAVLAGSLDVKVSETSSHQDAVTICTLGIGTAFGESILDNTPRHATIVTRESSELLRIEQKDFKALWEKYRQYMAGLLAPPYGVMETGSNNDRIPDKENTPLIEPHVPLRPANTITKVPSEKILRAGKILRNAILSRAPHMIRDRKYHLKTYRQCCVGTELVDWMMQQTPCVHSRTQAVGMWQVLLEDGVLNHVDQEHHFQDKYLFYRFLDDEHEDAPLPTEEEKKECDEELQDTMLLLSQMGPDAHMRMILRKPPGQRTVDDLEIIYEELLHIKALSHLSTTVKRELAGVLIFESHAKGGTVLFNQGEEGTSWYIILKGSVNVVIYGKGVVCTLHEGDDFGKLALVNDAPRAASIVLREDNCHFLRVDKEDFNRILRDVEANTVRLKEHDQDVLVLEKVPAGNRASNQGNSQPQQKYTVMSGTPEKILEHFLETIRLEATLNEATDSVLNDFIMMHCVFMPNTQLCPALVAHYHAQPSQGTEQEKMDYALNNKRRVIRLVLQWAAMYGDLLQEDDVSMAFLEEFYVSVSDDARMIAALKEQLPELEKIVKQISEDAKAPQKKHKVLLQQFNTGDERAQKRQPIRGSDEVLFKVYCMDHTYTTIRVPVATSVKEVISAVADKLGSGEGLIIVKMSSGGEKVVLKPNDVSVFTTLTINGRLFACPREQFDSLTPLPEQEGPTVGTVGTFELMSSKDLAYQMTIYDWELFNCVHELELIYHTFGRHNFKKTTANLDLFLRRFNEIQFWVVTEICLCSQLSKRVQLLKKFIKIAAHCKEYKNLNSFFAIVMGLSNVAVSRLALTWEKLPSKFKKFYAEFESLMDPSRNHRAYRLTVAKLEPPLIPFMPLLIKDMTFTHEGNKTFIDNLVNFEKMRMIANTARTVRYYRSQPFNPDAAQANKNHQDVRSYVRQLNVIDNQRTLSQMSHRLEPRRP
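Each well held 100 nM EPAC2, 250 nM RAP1B-BODIPY-GDP and 50 uM GDP. Fluorescence, read at 5-min intervals to 30 min, was referenced to a 6.5 mM cAMP positive control.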
Active calls of the source: *; ? = inconclusive; . = no result given; [ ] = another dose, or the depositor's remark. Unless noted, the call rests on the fitted dose curve; in most records, active means well fitted curve in the direction sought with a large enough effect; inconclusive means small, poorly fitted or top-dose-only effect, or another doubt; inactive means no such curve, though single readings can be large; an effect the other way counts as inactive or inconclusive.

SMILES	EPAC1 agonist	PI5P4Ka inh	PLK1 PBD inh	EPAC1 antag	IL2 activator	CCT chaperon mod	WRN helicase inh	EPAC2 agonist
CN1CC(=O)N(CC(=O)NCc2ccc3c(c2)OCO3)C1=O	-8%	8	-4%	11%	-0.9	-4.5	-5%	10%
CC(C)CC(c1nnnn1CCc1ccccc1)N1CCC(C(N)=O)CC1 (configuration not stated)	-5%	2	-6%	-9%	0.0	-1.2	2%	14%
O=C(CCn1c(=O)sc2ccccc21)NCCCn1ccnc1	8%	.	-9%	10%	-1.7	-0.9	-2%	6%
O=C(Nc1c(-c2ccccc2)[nH][nH]c1=O)c1ccccc1	?	3	?	-4%	2.4	.	7%	9%
CC(=O)C1(O)C(C)CC2C3CCC4CC(O)CCC4(C)C3=CCC21C (configuration not stated)	4%	.	1%	-5%	5.3	-0.3	-8%	5%
CCN(CC)C(=O)CSc1nc2sc3c(c2c(=O)n1-c1ccc(C)cc1)CC(C)(C)SC3	24%	-1	-3%	0%	-1.4	-0.9	-8%	5%
O=C(CSc1nnc(COc2ccc(Br)cc2)o1)NC1CCCCC1	-2%	-2	1%	6%	-1.2	-0.2	1%	-4%
Cc1ccc(-c2nc3ccc(C)cn3c2Cc2ccccc2C(F)(F)F)cc1	-13%	8	-3%	-21%	-1.1	0.2	-12%	-20%
O=C1c2ccccc2C(=O)N1OCc1ccccc1[N+](=O)[O-]	4%	1	-6%	3%	-0.3	-0.5	-3%	-11%
Cc1ccc(NC(=O)C2(C)CCN2C(=O)Cc2ccc(C(C)(C)C)cc2)cc1C (configuration not stated)	-14%	22	-9%	-11%	0.1	-1.4	-10%	-10%
CCc1ccc(CNC(=O)c2cc3c(C)nc4ccccc4c3o2)cc1	-18%	-1	-2%	-17%	-2.5	-2.4	-8%	-1%
CC[C@@H]1C=C(C(=O)O)[C@H](c2ccc(Cl)cc2)N1S(=O)(=O)c1ccc(C)cc1	-22%	1	-1%	-20%	-0.8	1.2	5%	-2%
CC(C)CCCN1C(Nc2ccccc2)=NC[C@@H]1C	11%	2	-7%	-2%	-2.3	-0.9	0%	4%
Cn1nnnc1SCC(=O)NC(=O)Cc1ccccc1	-5%	?	3µM*	-17%	-0.1	-2.1	-5%	12%
CCOc1ccc(Nc2ccc(S(=O)(=O)N3CCN(C)CC3)cc2[N+](=O)[O-])cc1OCC	-18%	-3	-4%	-17%	-0.3	0.6	-3%	-5%
O=C(c1ccco1)N1CCN(S(=O)(=O)c2cccc(Cl)c2)CC1	2%	2	-3%	-31%	-0.5	-0.3	-16%	6%
O=C(NCCCn1ccnc1)/C(=C/c1ccco1)NC(=O)c1ccccc1	-2%	-4	-4%	8%	1.3	-1.2	21%	-4%
COC(=O)c1[nH]nc(C(=O)OC(C)(C)C)c1-c1ccccc1	-9%	-4	-11%	-4%	5.5	1.0	3%	-14%
COc1cccc(NC(=O)CCS(=O)(=O)c2ccc(Br)cc2)c1	9%	2	-16%	-5%	1.6	1.9	0%	9%
C/C(=N\NC(=O)c1cc(-c2cccc([N+](=O)[O-])c2)n[nH]1)c1ccc(F)cc1	-3%	-8	0%	-3%	-0.1	-3.0	-34%	9%

Entries of single compounds, quoted from the list. Values in the order: EPAC1 agonist | PI5P4Ka inh | PLK1 PBD inh | EPAC1 antag | IL2 activator | CCT chaperon mod | WRN helicase inh | EPAC2 agonist
CN1CC(=O)N(CC(=O)NCc2ccc3c(c2)OCO3)C1=O reads -8% | 8 | -4% | 11% | -0.9 | -4.5 | -5% | 10%
Cn1nnnc1SCC(=O)NC(=O)Cc1ccccc1 reads -5% | ? | 3µM* | -17% | -0.1 | -2.1 | -5% | 12%

Next part.
SMILES	EPAC1 agonist	PI5P4Ka inh	PLK1 PBD inh	EPAC1 antag	IL2 activator	CCT chaperon mod	WRN helicase inh	EPAC2 agonist
COC(=O)C1=C(Nc2ccc(C)cc2)C=C(C)C(C(=O)OC)C1c1ccc(F)cc1 (configuration not stated)	-13%	-7	-2%	-6%	-1.5	1.5	3%	-2%
CCOc1ccccc1NC(=O)c1sc2ncn(CC(=O)N3CCOCC3)c(=O)c2c1C	-7%	4	-9%	0%	0.0	-1.5	-1%	7%
CCOC(=O)C(NC(=O)NCc1ccc(OC)cc1)(OCC)C(F)(F)F (configuration not stated)	-7%	11	2%	1%	0.0	-2.3	3%	2%
COc1ccccc1CNC(=O)CSc1ccc(C)cc1	13%	-3	-3%	-15%	1.5	-3.3	-28%[57.1 µM]	9%
COc1ccc2cc(C3=CCCCC3)ncc2c1	-11%	6	-4%	1%	-0.1	-0.9	-3%	-9%
O=C(CSCc1ccc(Cl)cc1Cl)Nc1c[nH]c(=O)[nH]c1=O	-1%	-24	-18%	0%	-1.1	-5.4	1%	6%
COc1ccc(N(CC(=O)NCc2ccc(C)cc2)S(=O)(=O)c2c(C)[nH]c(=O)[nH]c2=O)cc1	1%	-1	-4%	-7%	0.2	1.9	-2%	11%
COc1ccc(C2CN=NC2C(=O)c2ccccc2)cc1 (configuration not stated)	0%	0	-12%	2%	-1.2	1.9	0%	3%
COc1ccc(NC(=O)c2cc(-c3ccc(C)cc3)on2)cc1	11%	0	3%	-16%	0.3	-1.9	-2%[57.1 µM]	5%
CCOc1ccc(NC(=O)NNC(=O)C(C)Oc2ccccc2OC)cc1 (configuration not stated)	-10%	3	-5%	2%	0.1	-0.6	-13%	11%
Cc1noc(C)c1S(=O)(=O)Nc1ccc(C(=O)O)cc1	-11%	-6	-27%	18%	-1.0	2.2	6%	6%
COc1ccccc1C(=O)Nc1ccnn1C1CCN(Cc2ccccc2OCCO)CC1	1%	-4	-2%	-15%	-2.2	-1.8	-16%	-3%
O=C(COC(=O)/C=C/c1ccc(C(F)(F)F)cc1)NCCC1=CCCCC1	-4%	0	-9%	-6%	-2.4	0.2	-1%	4%
O=C(COc1cccnc1[N+](=O)[O-])Nc1cccc(Br)c1	6%	6	-4%	2%	-0.1	-0.3	-5%	-7%
O=C(NN=C1CCCCCCCCCCC1)c1ccccc1F	-3%	2	-7%	2%	2.7	1.3	10%	-4%
COc1ccc(NC(=O)C(CC(C)C)NC(=O)C2CCCCC2)c(OC)c1 (configuration not stated)	-11%	4	0%	25%	-1.9	1.2	4%	6%
CC1CC(C)(C)CC2(C1)NC(=O)N(CC(=O)Nc1nccs1)C2=O (configuration not stated)	8%	5	-4%	8%	1.2	-1.0	-1%	-5%
CC(C)c1cc(C(=O)N/N=C/c2c[nH]c3ccccc23)n[nH]1	6%	-4	1%	-9%	-0.5	-1.9	3%	5%
COc1ccc(OC)c(NC(=O)CSc2nnc(N)s2)c1	-6%	0	-5%	-2%	8.4	0.8	-1%	-3%
O=C(CSc1nc2ccccc2c(=O)[nH]1)Nc1ccc(S(=O)(=O)N2CCCC2)cc1	9%	.	-13%	-12%	-1.5	-4.6	-27%	8%
Cc1ccc(-n2nnnc2SC(C)C(=O)NCC(=O)Nc2ccc(F)c(F)c2F)c(C)c1 (configuration not stated)	-7%	2	-4%	-10%	-2.2	-2.4	-3%	1%
O=C(CSc1nnc(NC(=O)C2CCC2)s1)Nc1ccccc1F	1%	-9	-8%	-1%	-0.4	0.5	3%	0%
Cc1cc(NC(=O)CSc2ccc(Cl)cc2)no1	1%	.	5.3µM*	9%	2.0	-1.9	-9%	4%
O=C(CN1CCN(c2ccccc2Cl)CC1)NC1CCCc2ccccc21 (configuration not stated)	2%	27	-4%	-10%	-2.3	-0.8	-25%	18%
O=C1CC(N(O)c2ccccc2)C(=O)N1c1cc(Cl)cc(Cl)c1 (configuration not stated)	0%	.	?	-3%	-1.3	-1.7	2%	2%
Cn1c(CSc2ncccn2)nnc1SCC(=O)N1CCCC1	11%	0	-11%	-29%	-0.3	1.3	-2%	9%
OCCC1CN(Cc2ccccc2O)CCN1CCc1ccccc1 (configuration not stated)	-6%	2	-4%	-4%	-3.9	2.4	8%	4%
CCOc1ccc(NC(=O)c2ccc(NC(=O)Cc3n[nH]c(=O)c4ccccc34)cc2)cc1	-3%	1	-5%	0%	-1.2	-2.4	-1%	-8%
CC(CC(=O)O)CC(=O)Nc1ccccc1C(=O)O (configuration not stated)	0%	.	-1%	10%	-3.7	-0.3	6%	7%
COc1ccc(CNC(=O)C2CCN(c3nnc(N4CCCC4=O)s3)CC2)cc1	1%	3	-2%	36%[activator]	-2.7	-1.2	5%	3%
COc1cccc(NC(=O)CSc2nnc(Cn3cnc([N+](=O)[O-])n3)n2C)c1	2%	-4	-6%	16%	-4.3	2.4	0%	0%
CC1CCCCN1CC(=O)Nc1ccccc1Sc1ccccc1 (configuration not stated)	-6%	13	4%	-12%	0.1	1.6	-9%[57.1 µM]	-11%
CN(C)S(=O)(=O)c1ccc(C(=O)NNC(=O)C23CC4CC(CC(C4)C2)C3)cc1	-6%	-2	4%	3%	-1.6	-4.0	5%	0%
Cc1ccc(C)c(S(=O)(=O)N2CCCOC2CNC(=O)C(=O)NCc2ccncc2)c1 (configuration not stated)	-1%	0	-5%	6%	-0.6	0.9	1%	3%
NCCSC1CC(=O)N(Cc2ccc(F)cc2)C1=O (configuration not stated)	-7%	0	-4%	-11%	6.4	-0.4	-1%	-6%
CCCSc1nc2c(c(=O)[nH]c(=O)n2C)n1C	8%	2	-22%	-1%	-0.3	-4.4	5%	8%

Sorted by the number under EPAC1 antag (low to high): 6 from the list above
molecule | EPAC1 antag
CC[C@@H]1C=C(C(=O)O)[C@H](c2ccc(Cl)cc2)N1S(=O)(=O)c1ccc(C)cc1 | -20%
Cc1ccc(NC(=O)C2(C)CCN2C(=O)Cc2ccc(C(C)(C)C)cc2)cc1C (configuration not stated) | -11%
O=C(CSc1nnc(NC(=O)C2CCC2)s1)Nc1ccccc1F | -1%
CCOc1ccccc1NC(=O)c1sc2ncn(CC(=O)N3CCOCC3)c(=O)c2c1C | 0%
Cc1ccc(C)c(S(=O)(=O)N2CCCOC2CNC(=O)C(=O)NCc2ccncc2)c1 (configuration not stated) | 6%
Cc1cc(NC(=O)CSc2ccc(Cl)cc2)no1 | 9%

These rows are one share of the data; count on the stated rates, not on these rows.
